LMP1 NFkB inh: Epstein-Barr LMP1 NF-kappaB reporter inhibition | inhibition, % at 12.5 µM | actives 0.69% (n = 350,000) | LMP1-induced NF-kappaB luciferase reporter cells, luminescence; in the data active = inhibition above about 41%;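 note: 0% = neutral control wells and 100% = reference inhibitor control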
MC4R antagonist: antagonists of human melanocortin 4 receptor (MC4R). P32245. MC4R-expressing cells, MTII-stimulated cAMP, LANCE TR-FRET. inhibition, % at 6.5 µM. actives 0.48% (n = 360,000);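 active = inhibition above its plate's cutoff, the mean of tested wells on that plate plus 3 SD, cut at about 29% in these data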;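 note: 0% = Melanotan II alone and 100% = Melanotan II plus saturating MCL0020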
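System: U2OS-MC4R stable cell line; Technique: Eu-cAMP/anti-cAMP TR-FRET, emission 671 nm; Repeats: single well per compound; Also added: Melanotan II; Dosing: one concentration, 6.5 µM nominal; Schedule: 30-min compound, 1-h challenge, 1-h detection, room temperature.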
NCOA1 inh: inhibitors of human steroid receptor coactivator 1 (SRC1) | HEK293 GAL4-SRC1 luciferase reporter, luminescence | Q15788 | actives 0.12% (n = 360,000) | inhibition, % at 3.6 µM | AID 588354;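 active = inhibition above the campaign mean plus 3 SD, with each screening campaign given its own cutoff, cut at about 60% in these data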;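 note: 0% = DMSO treated cells and 100% = gossypol at 36 µM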
NCOA3 inh: inhibitors of human steroid receptor coactivator 3 (SRC3) | Q9Y6Q9 | HEK293 GAL4-SRC3 luciferase reporter, luminescence | inhibition, % at 3.6 µM | actives 0.17% (n = 360,000);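 active = inhibition above a per-campaign cutoff, the mean of all compounds plus 3 SD, cut at about 60% in these data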;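 note: 0% = DMSO-treated cells and 100% = gossypol-treated cells at 36 µM; higher means less SRC3-driven luciferase light from the GAL4 reporter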
MC4R ag barr: human MC4R agonism via beta-arrestin | activation, % at 8.9 µM | actives 0.98% (n = 360,000) | AID 540308 | U2OS MC4R beta-arrestin complementation, luminescence; percent of melanotan II response, DMSO zero | P32245;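 active = activation above a per-plate cutoff, the mean activation of sample wells on that plate plus 3 SD, cut at about 8% in these data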
ABHD5-PLIN5 inh: ABHD5-PLIN5 protein interaction inhibition; Q00G26+Q8WTS1; Split G. princeps luciferase complementation, luminescence, 4 h; inhibition, % at 4 µM; actives 0.78% (n = 360,000);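 active = inhibition above the mean inhibition across every tested compound plus 3 SD, cut at about 22% in these data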;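 note: 0% = DMSO only wells and the 100% control is not disclosed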
TLR9-MyD88 block: inhibitors of human TLR9-MyD88 binding | Q9NR96+Q99836 | CHO BLA complementation TLR9-MyD88, CCF4 FRET ratio | inhibition, % at 4.98 µM | actives 0.21% (n = 340,000) | AID 504734;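 active = inhibition above the mean over all tested compounds plus 3 SD, cut at about 21% in these data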;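 note: 0% = DMSO only wells and 100% = clavulanate BLA inhibitor control wells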
COUP-TFII inh: blocks human COUP-TFII nuclear receptor. actives 0.7% (n = 370,000). inhibition, % at 8.6 µM. P24468. HEK293T NGFI-A luciferase reporter, luminescence;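 active = inhibition above a per-plate cutoff, mean inhibition of test wells between control levels plus 3 SD, cut at about 38% in these data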;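 note: cells cotransfected with COUP-TFII expression vector driving the NGFI-A reporter; 0% = median of COUP-TF2 test wells and 100% = reporter-only cells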
LRH-1 inv ag: suppresses constitutive activity of human LRH-1. O00482. actives 0.13% (n = 360,000). inhibition, % at 3.6 µM. AID 602396. HEK293T StAR-luciferase reporter, LRH-1 transfected, 24 h;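 active = inhibition above the mean inhibition of all tested compounds plus 3 SD, cut at about 73% in these data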;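 note: 0% = DMSO wells and 100% = reporter-only cells lacking LRH-1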
NCOA2 inhibitor: human SRC2 (NCOA2) inhibition. HEK293 GAL4-SRC2 luciferase reporter, luminescence. inhibition, % at 9 µM. actives 0.17% (n = 370,000). AID 651957;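 active = inhibition above the mean inhibition of all tested compounds plus 3 SD, set per campaign, cut at about 52% in these data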;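 note: 0% = DMSO treated cells and 100% = cells given Gossypol at 36 µM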
NOD2-RIPK2 inh: inhibitors of human NOD2-RIPK2 interaction. actives 0.38% (n = 360,000). AID 624267. inhibition, % at 4.98 µM. CHO BLA complementation NOD2-RIPK2, CCF4 ratio; in the data active = inhibition above about 21%;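 note: 0% = vehicle only and 100% = reference blocker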
* hit, by the source's call. These rows are one share of the data; rates above refer to the full screens.

Preview (six entries):
For COc1ccc(C(CC(=O)N2CCCCC2)c2c(OC)cc(OC)c3ccc(=O)oc23)cc1 (stereo unspecified) the results were LMP1 NFkB inh 20, MC4R antagonist 0, NCOA1 inh -22, NCOA3 inh -13, MC4R ag barr -1.0, ABHD5-PLIN5 inh -2, TLR9-MyD88 block 0, COUP-TFII inh -7, LRH-1 inv ag 5, NCOA2 inhibitor -31 and NOD2-RIPK2 inh -3.
CNC(=S)N(CCc1c(C)[nH]c2ccc(C)cc12)Cc1cc(OC)c(OC)c(OC)c1 was read as LMP1 NFkB inh 4, MC4R antagonist 15, NCOA1 inh 6, NCOA3 inh -2, MC4R ag barr -1.0, ABHD5-PLIN5 inh -1, TLR9-MyD88 block 1, COUP-TFII inh 1, LRH-1 inv ag 20, NCOA2 inhibitor 8 and NOD2-RIPK2 inh 1.
For COC(=O)C1=C(C)NC2=C(C(=O)CC(C)(C)C2)C1c1cccc(C)n1 (stereo unspecified) the results were LMP1 NFkB inh 2, MC4R antagonist 19, NCOA1 inh 18, NCOA3 inh 12, MC4R ag barr -0.8, ABHD5-PLIN5 inh -3, TLR9-MyD88 block 2, COUP-TFII inh 12, LRH-1 inv ag -10, NCOA2 inhibitor -8 and NOD2-RIPK2 inh 4.
For COC(=O)c1c(NC(=O)COC(=O)c2ccc(C)s2)sc2c1CCCCC2 the results were LMP1 NFkB inh 0, MC4R antagonist -5, NCOA1 inh -1, NCOA3 inh 5, MC4R ag barr -0.8, ABHD5-PLIN5 inh 2, TLR9-MyD88 block -11, COUP-TFII inh -6, LRH-1 inv ag 11, NCOA2 inhibitor -23 and NOD2-RIPK2 inh 2.
Screening COc1ccc(CC(=O)n2nc(-c3cccnc3)nc2N)cc1 returned LMP1 NFkB inh -19, MC4R antagonist 2, NCOA1 inh 9, NCOA3 inh 5, MC4R ag barr -1.1, ABHD5-PLIN5 inh 0, TLR9-MyD88 block -7, COUP-TFII inh 9, LRH-1 inv ag 21, NCOA2 inhibitor -11 and NOD2-RIPK2 inh -6.
`CC1(C)CC(=O)C=C(Nc2ccc(Cl)cc2)C1` gave LMP1 NFkB inh 2, MC4R antagonist 16, NCOA1 inh 7, NCOA3 inh -5, MC4R ag barr 0.8, ABHD5-PLIN5 inh 5, TLR9-MyD88 block -5, COUP-TFII inh -5, LRH-1 inv ag -11, NCOA2 inhibitor -37 and NOD2-RIPK2 inh 6.

The listing (from the top)
For COc1ccc(C(CC(=O)N2CCCCC2)c2c(OC)cc(OC)c3ccc(=O)oc23)cc1 (stereo unspecified) the results were LMP1 NFkB inh 20, MC4R antagonist 0, NCOA1 inh -22, NCOA3 inh -13, MC4R ag barr -1.0, ABHD5-PLIN5 inh -2, TLR9-MyD88 block 0, COUP-TFII inh -7, LRH-1 inv ag 5, NCOA2 inhibitor -31 and NOD2-RIPK2 inh -3.
CNC(=S)N(CCc1c(C)[nH]c2ccc(C)cc12)Cc1cc(OC)c(OC)c(OC)c1 was read as LMP1 NFkB inh 4, MC4R antagonist 15, NCOA1 inh 6, NCOA3 inh -2, MC4R ag barr -1.0, ABHD5-PLIN5 inh -1, TLR9-MyD88 block 1, COUP-TFII inh 1, LRH-1 inv ag 20, NCOA2 inhibitor 8 and NOD2-RIPK2 inh 1.
For COC(=O)C1=C(C)NC2=C(C(=O)CC(C)(C)C2)C1c1cccc(C)n1 (stereo unspecified) the results were LMP1 NFkB inh 2, MC4R antagonist 19, NCOA1 inh 18, NCOA3 inh 12, MC4R ag barr -0.8, ABHD5-PLIN5 inh -3, TLR9-MyD88 block 2, COUP-TFII inh 12, LRH-1 inv ag -10, NCOA2 inhibitor -8 and NOD2-RIPK2 inh 4.
For COC(=O)c1c(NC(=O)COC(=O)c2ccc(C)s2)sc2c1CCCCC2 the results were LMP1 NFkB inh 0, MC4R antagonist -5, NCOA1 inh -1, NCOA3 inh 5, MC4R ag barr -0.8, ABHD5-PLIN5 inh 2, TLR9-MyD88 block -11, COUP-TFII inh -6, LRH-1 inv ag 11, NCOA2 inhibitor -23 and NOD2-RIPK2 inh 2.
Screening COc1ccc(CC(=O)n2nc(-c3cccnc3)nc2N)cc1 returned LMP1 NFkB inh -19, MC4R antagonist 2, NCOA1 inh 9, NCOA3 inh 5, MC4R ag barr -1.1, ABHD5-PLIN5 inh 0, TLR9-MyD88 block -7, COUP-TFII inh 9, LRH-1 inv ag 21, NCOA2 inhibitor -11 and NOD2-RIPK2 inh -6.
`CC1(C)CC(=O)C=C(Nc2ccc(Cl)cc2)C1` gave LMP1 NFkB inh 2, MC4R antagonist 16, NCOA1 inh 7, NCOA3 inh -5, MC4R ag barr 0.8, ABHD5-PLIN5 inh 5, TLR9-MyD88 block -5, COUP-TFII inh -5, LRH-1 inv ag -11, NCOA2 inhibitor -37 and NOD2-RIPK2 inh 6.
Screening O=[N+]([O-])c1cc(C(F)(F)F)ccc1NCCc1c[nH]c2ccccc12 returned LMP1 NFkB inh -9, MC4R antagonist -1, NCOA1 inh -8, NCOA3 inh 2, MC4R ag barr -3.4, ABHD5-PLIN5 inh -16, TLR9-MyD88 block 12, COUP-TFII inh -4, LRH-1 inv ag 18, NCOA2 inhibitor -19 and NOD2-RIPK2 inh -6.
For CC(C)(C)c1ccc(C(=O)NCc2nnc(SCC(=O)NCc3ccco3)o2)cc1 the results were LMP1 NFkB inh -1, MC4R antagonist 5, NCOA1 inh -5, NCOA3 inh -4, MC4R ag barr -0.2, ABHD5-PLIN5 inh -1, TLR9-MyD88 block -4, COUP-TFII inh -11, LRH-1 inv ag 1, NCOA2 inhibitor 23 and NOD2-RIPK2 inh 8.
`CN(C)CCCNC(CC(=O)Nc1cccc([N+](=O)[O-])c1)C(=O)O` (stereo unspecified) gave LMP1 NFkB inh 1, MC4R antagonist 12, NCOA1 inh 8, NCOA3 inh 1, MC4R ag barr 1.7, ABHD5-PLIN5 inh 3, TLR9-MyD88 block 1, COUP-TFII inh -15, LRH-1 inv ag 5, NCOA2 inhibitor 17 and NOD2-RIPK2 inh -2.
N#CC1=C(N)NC(SCC(=O)Nc2ccccc2)=C(C#N)C12CCCC2 was read as LMP1 NFkB inh 4, MC4R antagonist 5, NCOA1 inh -21, NCOA3 inh 11, MC4R ag barr -0.8, ABHD5-PLIN5 inh -12, TLR9-MyD88 block 1, COUP-TFII inh 5, LRH-1 inv ag -14, NCOA2 inhibitor -12 and NOD2-RIPK2 inh 0.
`Cc1ccc(N/N=C2/CCCNC2=O)cc1` gave LMP1 NFkB inh -16, MC4R antagonist 4, NCOA1 inh -16, NCOA3 inh 1, MC4R ag barr -1.3, ABHD5-PLIN5 inh 5, TLR9-MyD88 block 2, COUP-TFII inh 4, LRH-1 inv ag 12, NCOA2 inhibitor -9 and NOD2-RIPK2 inh -1.
`Cc1ccc(N2C(=O)CC(Sc3ncn[nH]3)C2=O)cc1` (stereo unspecified) gave LMP1 NFkB inh 2, MC4R antagonist 3, NCOA1 inh 9, NCOA3 inh -1, MC4R ag barr -3.3, ABHD5-PLIN5 inh 6, TLR9-MyD88 block -10, COUP-TFII inh 0, LRH-1 inv ag 1, NCOA2 inhibitor 26 and NOD2-RIPK2 inh 2.
For C/C(=N\NC(=O)Cn1nc(C)c(Br)c1C)c1cccs1 the results were LMP1 NFkB inh -22, MC4R antagonist 3, NCOA1 inh 11, NCOA3 inh 4, MC4R ag barr -2.2, ABHD5-PLIN5 inh -2, TLR9-MyD88 block -4, COUP-TFII inh 4, LRH-1 inv ag 6, NCOA2 inhibitor 0 and NOD2-RIPK2 inh 3.
`Cn1ccsc1=NC(=O)c1ccccc1OC(F)F` gave LMP1 NFkB inh -4, MC4R antagonist 1, NCOA1 inh 5, NCOA3 inh 12, MC4R ag barr -1.6, ABHD5-PLIN5 inh -3, TLR9-MyD88 block -4, COUP-TFII inh -5, LRH-1 inv ag 7, NCOA2 inhibitor -4 and NOD2-RIPK2 inh 1.
Screening C=CCN(C(=O)c1csnn1)C(C(=O)NC1CCCCC1)c1ccccc1F (stereo unspecified) returned LMP1 NFkB inh -9, MC4R antagonist 15, NCOA1 inh 2, NCOA3 inh 6, MC4R ag barr 1.2, ABHD5-PLIN5 inh -1, TLR9-MyD88 block 2, COUP-TFII inh 7, LRH-1 inv ag 11, NCOA2 inhibitor 3 and NOD2-RIPK2 inh 1.
For C=CCn1cnc2scc(-c3ccc(C)c(C)c3)c2c1=O the results were LMP1 NFkB inh -8, MC4R antagonist 6, NCOA1 inh 4, NCOA3 inh 24, MC4R ag barr 1.3, ABHD5-PLIN5 inh -1, TLR9-MyD88 block -8, COUP-TFII inh 9, LRH-1 inv ag 14, NCOA2 inhibitor -8 and NOD2-RIPK2 inh 1.
`COc1ccc(-n2c(=O)c3c4c(sc3n(CC(=O)Nc3cc(C)[nH]n3)c2=O)CCC4)c(OC)c1` gave LMP1 NFkB inh -7, MC4R antagonist 11, NCOA1 inh -2, NCOA3 inh 8, MC4R ag barr 0.3, ABHD5-PLIN5 inh 1, TLR9-MyD88 block 10, COUP-TFII inh -10, LRH-1 inv ag 6, NCOA2 inhibitor 1 and NOD2-RIPK2 inh 1.
Cc1cc(C)c2c(N)c(-c3nc4ccccc4[nH]3)sc2n1 was read as LMP1 NFkB inh -34, MC4R antagonist 8, NCOA1 inh -100, NCOA3 inh -74, MC4R ag barr -1.6, ABHD5-PLIN5 inh -4, TLR9-MyD88 block 10, COUP-TFII inh -22, LRH-1 inv ag -102, NCOA2 inhibitor -40 and NOD2-RIPK2 inh 9.
O=C1Nc2ccccc2C(=O)N(C2CCCC2)C1C(=O)NC1CC1 (stereo unspecified) was read as ABHD5-PLIN5 inh 1, COUP-TFII inh -9, LRH-1 inv ag -10, NCOA2 inhibitor 11 and NOD2-RIPK2 inh 2.
Cc1ccc(NC(=O)COC(=O)c2ccc3c(=O)n4c(nc3c2)CCC4)c(Br)c1 was read as LMP1 NFkB inh -8, MC4R antagonist -3, NCOA1 inh 3, NCOA3 inh 5, MC4R ag barr -2.5, ABHD5-PLIN5 inh 7, TLR9-MyD88 block 0, COUP-TFII inh 9, LRH-1 inv ag 31, NCOA2 inhibitor 18 and NOD2-RIPK2 inh 0.

Screens from PubChem.
